Glioma ERSR ind = inducers of ER stress response in human glioma cells; U87-MG GRP78 promoter luciferase reporter, 16 h; Potency, µM, for inactives: at the top dose activation, usual class: activators; actives 0.02% (n = 420,000); note: potency is the fitted concentration of half-maximal effect; series mostly up to about 76 µM; % of control where 0% means no effect; nearly all actives have a fitted effect of over 35% in size
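ERSR induction read as luciferase luminescence (Bright-Glo, 10 min at room temperature) in stably transfected human U87-MG glioma cells exposed to compounds for 16 h, using GRP78 as sensor.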
RXFP1 agonist = RXFP1 (human) receptor agonism; HEK293T-RXFP1 cAMP TR-FRET, 30 min; response scale: percent of porcine relaxin response, buffer zero; Q9HBX9; AID 2676; Potency, µM (doses to about 57.5 µM), for the others: at the top dose activation, actives largely listed as activators; actives 0.3% (n = 370,000); note: potency is the fitted concentration of half-maximal effect; % is set by controls: 0 for no effect and ±100 for the full control effect; nearly all actives have a fitted effect of over 60% in size; many of its hits are not listed in these tables
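cAMP rise read by TR-FRET after 30 min, 37C compound exposure (up to 58 uM) in RXFP1-transfected HEK293 cells with Ro 20174 present. EC50 from Hill-equation fits, with 29 nM porcine relaxin as 100% and buffer as basal.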
Vif-A3G inh = blocks the Vif interaction with human APOBEC3G; Potency, µM (highest dose often 46.1 µM), without a hit: at the highest dose activity, negative = active, most hits filed as inhibitors; actives 0.076% (n = 410,000); Q9HC16; HeLa A3G-eYFP + Vif (tagged APOBEC3G with the HIV-1 protein that degrades it), YFP fluorescence, overnight; AID 602310;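 note: potency is the fitted concentration of half-maximal effect; % is set by controls: 0 for no effect and ±100 for the full control effect; nearly all actives have a fitted effect of over 60% in size; hits raise eYFP signal because A3G escapes Vif-driven loss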
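HeLa cells stably expressing Vif and C-terminally eYFP-tagged A3G, seeded overnight at 37 deg C, then exposed to compound by pintool overnight at 37 deg C. Rise in yellow fluorescence (Ex 488/Em 500-530, Acumen) marks blocked Vif-driven A3G degradation.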
Vif-A3F inh = inhibitors of Vif-A3F interaction | HeLa A3F-eYFP + Vif (tagged APOBEC3F with the HIV-1 protein that degrades it), YFP fluorescence increase | Potency, µM (highest dose often 46.1 µM), for inactives: at the top dose activity, negative = active | actives 0.2% (n = 390,000) | AID 602313; note: potency is the fitted concentration of half-maximal effect; % of control where 0% means no effect; nearly all actives have a fitted effect of over 65% in size
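HeLa cells stably expressing Vif plus C-terminally eYFP-tagged A3F were seeded, incubated overnight at 37 deg C, dosed with compound, incubated overnight again at 37 deg C. Yellow fluorescence (Ex 488/Em 500-530) reported blocked Vif-mediated A3F-eYFP degradation.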
RXFP1 antagonist = blocks the human relaxin receptor RXFP1. Q9HBX9. HEK293-RXFP1, relaxin-stimulated cAMP HTRF, 30 min; active compounds read low. activity change, negative = inhibition, % at 57.5 µM. actives 0.59% (n = 350,000). AID 1259400;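 active = activity change of -60% or lower, but not beyond a set lower limit; inconclusive = change between -60% and -40%, or beyond the set limit; inactive = change above -40%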; note: % is set by controls: 0 for no effect and ±100 for the full control effect
D1 ag = agonists of human D1 dopamine receptor. HEK293 T-REx D1 cells, calcium flux, agonist mode. P21728. activation, % at 2 µM. actives 1% (n = 360,000); in the data active = activation above about 30%; note: 0% is about no effect
Target sequence (P21728 whole entry, looked up): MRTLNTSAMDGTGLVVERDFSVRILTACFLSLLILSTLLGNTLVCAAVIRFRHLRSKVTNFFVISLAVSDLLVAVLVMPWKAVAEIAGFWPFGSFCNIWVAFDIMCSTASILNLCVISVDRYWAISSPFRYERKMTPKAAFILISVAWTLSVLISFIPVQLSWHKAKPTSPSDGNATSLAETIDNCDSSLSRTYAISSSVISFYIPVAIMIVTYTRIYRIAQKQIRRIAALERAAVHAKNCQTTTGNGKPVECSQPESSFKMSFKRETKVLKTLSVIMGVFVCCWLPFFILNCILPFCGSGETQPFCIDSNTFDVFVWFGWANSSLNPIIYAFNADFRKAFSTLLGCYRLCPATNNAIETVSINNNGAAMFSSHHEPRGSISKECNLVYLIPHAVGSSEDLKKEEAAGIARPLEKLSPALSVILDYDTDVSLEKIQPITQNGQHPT
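Agonism was scored from calcium flux recorded over 180 s (1 read/s) after pintool compound addition, following a 10-cycle baseline. Cells were inducible force-coupled HEK293 TREx D1, plated overnight at 30 C and loaded with no-wash calcium dye.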
D2 potentiator = positively modulates the human D2 dopamine receptor allosterically; potentiation, % at 10 µM; actives 0.34% (n = 340,000); HEK293 T-REx D2, calcium flux, EC20 dopamine potentiation;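 active = potentiation over 3 SD above the plate norm, cut at about 30% in these data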; note: 0% is about no effect
Target sequence (P14416 whole entry, looked up): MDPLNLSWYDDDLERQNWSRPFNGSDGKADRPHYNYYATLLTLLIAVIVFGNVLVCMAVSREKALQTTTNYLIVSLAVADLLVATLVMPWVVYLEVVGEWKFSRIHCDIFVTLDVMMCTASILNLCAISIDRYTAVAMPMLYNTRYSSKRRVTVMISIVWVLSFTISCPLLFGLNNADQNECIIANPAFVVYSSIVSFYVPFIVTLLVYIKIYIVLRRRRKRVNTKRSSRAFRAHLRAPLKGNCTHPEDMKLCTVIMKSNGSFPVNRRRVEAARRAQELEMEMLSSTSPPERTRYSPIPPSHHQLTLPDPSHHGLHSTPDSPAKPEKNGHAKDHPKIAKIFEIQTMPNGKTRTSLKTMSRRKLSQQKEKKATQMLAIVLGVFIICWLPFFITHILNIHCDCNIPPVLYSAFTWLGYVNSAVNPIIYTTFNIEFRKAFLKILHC
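Cells plated with tetracycline inducer and held overnight at 30 C; calcium dye loaded 30–90 min at room temperature; baseline taken, compound added and read 180 s; EC20 dopamine then added and read 180 s.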
D1 antagonist = blocks dopamine activation of the human D1 receptor; activity change, negative = inhibition, % at 10 µM; actives 3.2% (n = 360,000); AID 504652; HEK293 TREx D1 cells, calcium flux, dopamine EC80; active compounds read low; in the data active = activity change below about -30%; note: % is set by controls: 0 for no effect and ±100 for the full control effect
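Allosteric or orthosteric antagonism assessed as attenuation of the calcium response to EC80 dopamine, added 180 s after compound, in induced HEK293 Trex D1 cells loaded with no-wash calcium dye.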
D1 PAM = enhances dopamine response at the human D1 receptor; P21728; HEK293 TREx D1 cells, calcium flux, dopamine EC20 potentiation; potentiation, % at 10 µM; actives 0.036% (n = 360,000); AID 504651; in the data active = potentiation above about 30%; note: 0% is about no effect
Active calls of the source: *; ? = inconclusive; / = no result given; & = joins results of further samples. Unless noted, calls come from the whole dose curve; as a rule, active = well fitted curve in the direction sought with a large enough effect; inconclusive = small, poorly fitted or top-dose-only effect, or another doubt; inactive = no such curve, though single readings can be large; an effect the other way counts as inactive or inconclusive. A portion of the library; the hit share may differ from the screen's.

SMILES	Glioma ERSR ind	RXFP1 agonist	Vif-A3G inh	Vif-A3F inh	RXFP1 antagonist	D1 ag	D2 potentiator	D1 antagonist	D1 PAM
O=[N+]([O-])c1ccc(CP(=O)(c2ccccc2)c2ccccc2)cc1	-4%	0.2%	-2%	?	8	0	-4	-29	-6
Cn1c(=O)c2c(ncn2CC(O)CNc2ccc(Cl)cc2)n(C)c1=O (stereo not drawn)	2%	12%	-6%	3%	-1	2	-1	-37*	-6
O=C(CN1CCN(C(=O)C2CCC2)CC1)Nc1ccc(F)cc1	0%	0.2%	-5%	-4%	5	3	13	-7	4
O=C(c1ccccc1)C(Nc1ccccn1)c1ccccc1 (stereo not drawn)	2%	0.2%	-1%	-4%	-19	2	19	-10	-4
CCn1c(=NC(=O)C2COc3ccccc3O2)sc2c(C)ccc(OC)c21 (stereo not drawn)	-3%	4.3%	0%	8%	3	8	1	-2	2
CC1CCC(NC(=O)C(C)N2C(=O)C3CCCCC3C2=O)CC1 (stereo not drawn)	7%	1.3%	2%	-5%	3	4	0	-12	1
Cc1cc(Nc2ccccc2)n(C(=O)c2ccc(Cl)cc2)n1	7%	0.8%	0%	-1%	-18	-1	5	2	-3
O=C1Nc2ccccc2Oc2cc(Oc3ccc(Cl)cc3)ccc21	3%	0.1%	-3%	-20%	-15	4	4	-21	-1
Cn1c(N)c(C(=O)COC(=O)CNC(=O)c2ccccc2F)c(=O)n(C)c1=O	-2%	/	-2%	6%	3	/	/	/	/
O=c1cc(-c2ccccc2)[nH]c2nc3ccccc3n12	-4%	0.1%	?	-6%	-14	2	-10	-16	-6
Cc1cccc2[nH]c(SCC(=O)N3CCOCC3)nc12	3%	0.7%	-4%	-3%	-6	0	0	6	-3
CC1CCN(C(=O)CCCN2C(=O)c3cccnc3Oc3ccc(Cl)cc32)CC1	-2%	3.3%	-16%	-7%	-3	14	-2	2	-5
CC(C)c1nnc(SCC(=O)NC(C)(C)C)n1C	1%	-0.2%	1%	-13%	13	2	-15	-3	2
O=C(Nc1cccc(S(=O)(=O)N2CCOCC2)c1)C1=NN(c2ccccc2)C(=O)CC1	-5%	0.0%	-6%	-6%	-33	2	5	-28	-2
CCOC(=O)c1c(C)oc2c(CN3CCN(C)CC3)c(Br)c(OC)c(O)c12	-1%	0.4%	-2%	4%	1	1	12	3	2
O=C(CSc1nnc(NC(=O)c2ccccc2F)s1)NCC1CCCO1 (stereo not drawn)	-1%	-0.7%	-1%	1%	-2	4	6	1	-4
CCn1ccnc1CN(C)C(=O)CCc1nnc(CCC2CCCCC2)o1	4%	8.3%	-1%	0%	0	2	-15	37	0
O=C(Nc1ccc(NC(=O)c2cccs2)c(Cl)c1)c1cccs1	2%	-0.2%	-7%	-6%	-11	1	4	-5	-1
COc1ccc(CC(=O)Nc2ccccc2N2CCCC2)cc1OC	2%	1.2%	0%	-1%	-6	4	10	-16	-3
CN(C)C(CNC(=O)c1oc2ccccc2c1CSc1ncn[nH]1)c1ccco1 (stereo not drawn)	-4%	1.1%	1%	-2%	-2	2	-11	13	-2
O=C(CNS(=O)(=O)c1ccccc1)OCC(=O)c1ccc(OC(=O)c2ccccc2)cc1	2%	0.6%	2%	-5%	-28	7	4	0	-4
O=C(COc1ccc(Cl)cc1)Nc1cccc(-c2ccc3nncn3n2)c1	-1%	-1.3%	-14%	-1%	-26	3	-10	-17	-1
O=C(CNC(=O)c1cnccn1)Nc1ccc(F)c(F)c1F	-1%	1.9%	-1%	-2%	-4	0	8	-12	4
CC(C)CN1CCN(Cc2cccc3nccnc23)CC1CCO (stereo not drawn)	8%	-2.9%	11%	1%	-8	0	-7	-4	-2
O=C(CS(=O)(=O)Cc1ccccc1)Nc1nc2ccccc2s1	4%	1.6%	-5%	-1%	-4	2	9	-10	-4
CCc1ccc(-c2nc(CN3CCC(C(=O)NCc4ccccc4OC)CC3)c(C)o2)cc1	6%	0.4%	0%	-7%	-29	41*	-3	-17	-6
COc1ccc(CCNC(=O)[C@H](CC(C)C)NC(=O)N2CCn3c2nc2ccccc23)cc1OC	0%	-2.2%	7%	1%	-11	1	1	-9	-7
CC1CCCCN1C(=O)COC(=O)CNC(=O)c1sc2ccccc2c1Cl (stereo not drawn)	-2%	20%	-1%	1%	11	4	0	-2	0
CCc1cccc(NC(=O)CCNS(=O)(=O)c2cccc3nonc23)c1	-9%&0%	5.4%&0.1%	-3%&0%	4%&1%	2	0&-1	-10&23	29&9	23&-1
CCN(CC)S(=O)(=O)c1ccc(C)c(NC(=O)CNCc2ccccc2OC)c1	1%	-0.5%	-1%	-9%	-3	8	-32	-7	-3

Sorted by value in D1 ag (largest number first): some entries from above.
Compound	Glioma ERSR ind	RXFP1 agonist	RXFP1 antagonist	D1 ag	D2 potentiator	D1 antagonist	D1 PAM
O=C(CNS(=O)(=O)c1ccccc1)OCC(=O)c1ccc(OC(=O)c2ccccc2)cc1	2%	0.6%	-28	7	4	0	-4
CC1CCCCN1C(=O)COC(=O)CNC(=O)c1sc2ccccc2c1Cl (stereo not drawn)	-2%	20%	11	4	0	-2	0
O=C(CNC(=O)c1cnccn1)Nc1ccc(F)c(F)c1F	-1%	1.9%	-4	0	8	-12	4

Further records follow:
SMILES	Glioma ERSR ind	RXFP1 agonist	Vif-A3G inh	Vif-A3F inh	RXFP1 antagonist	D1 ag	D2 potentiator	D1 antagonist	D1 PAM
CCCCN(CC)C(=O)Cn1c(=O)sc2ccccc21	-3%	1.1%	1%	2%	-12	-1	-3	11	-3
CCc1ccc(CNC(=O)CCn2c(=O)c3cccn3c3ccc(F)cc32)cc1	-5%	2.0%	-5%	?	-10	1	0	-5	-4
COc1ccc(C(=O)Nc2ccc(OCc3cc(=O)n4ccccc4n3)cc2)cc1	2%	1.8%	0%	-2%	1	0	-9	-10	-3
O=C(CCc1ccc(S(=O)(=O)NC2CCCCC2)cc1)NCc1ccccc1	-7%	0.2%	0%	-5%	-4	2	-4	-3	-4
CCCCCCCC(=O)NNC(=O)Cc1ccccc1	-1%	-0.9%	3%	-6%	-9	2	-4	-54*	-1
CCN1CC(C)C(O)(c2ccccc2)CC1C (stereo not drawn)	-5%	1.6%	-1%	-15%	/	-1	7	18	-2
COC(=O)C1=C(C)NC(C)=C([N+](=O)[O-])C1c1ccccc1C(F)(F)F (stereo not drawn)	-6%&-3%&0%&-3%&-4%	-1.3%&1.6%	0%&1%	4%&10%	/	-2&4	3&-4	-9&-11	-5&-4
COC(=O)c1ccc(NC(=O)CSc2nnc(COc3c(C)cccc3C)o2)cc1	-3%	0.8%	-1%	0%	-19	6	4	-1	-5
Clc1ccc(OCc2cnc(Cl)s2)cc1	0%	-0.1%	-6%	1%	-3	3	9	5	0
CCCN(C(=O)CCCSc1nc2ccccc2[nH]1)c1c(N)n(Cc2ccccc2)c(=O)[nH]c1=O	-4%	-0.2%	-3%	-14%	-13	7	-4	-2	1
COc1ccc(NC(=O)CSc2oc(-c3ccc(C)cc3)nc2S(=O)(=O)c2ccc(C)cc2)c(OC)c1	-4%	0.0%	0%	-5%	-6	-1	/	0	2
CC(C)[C@H](NC(=O)c1nn(Cc2ccccc2)c(=O)c2ccccc12)C(=O)O	-1%	7.9%	-5%	-11%	-14	3	0	-5	/
O=C(C1=C[C@@H](c2coc3ccccc3c2=O)C[C@@H](OCc2ccc(CO)cc2)O1)N1CCOCC1	-3%	5.3%	-1%	2%	/	-6	1	-17	0
CCCn1c(=O)c(C(=O)Nc2ncccc2O)c(O)c2ccccc21	-7%	0.7%	1%	7%	-22	3	11	-5	-2
Cc1c(C(=O)N(C)C)sc2c1c(=O)n(-c1ccccc1C(F)(F)F)c(=O)n2Cc1ccccc1C#N	-4%	1.8%	0%	2%	6	2	4	7	-2
COc1ccc(-n2c(COc3cccc4ccccc34)nnc2SCC#N)cc1	-5%	-0.3%	5%	7%	-3	1	9	-7	-2
COc1cc(NS(=O)(=O)c2ccc(C)c(C)c2)c(OC)cc1Cl	-2%	-1.4%	3%	1%	0	0	-9	/	-2
O=C(CSc1nc(=O)n2ccccc2n1)Nc1ccc2c(c1)OCO2	-1%	26%	-3%	3%	16	1	10	14	2
CCOc1ccc(-c2cc3c(=O)n(CC(=O)Nc4c(C)cccc4C)ccn3n2)cc1	/	-1.3%	/	/	2	-1	-5	-18	-1
Cc1cc(C)c(NC(=O)CSc2nc3ncc(Br)cc3[nH]2)c(Cl)c1	-8%	?	-2%	0%	9	5	4	7	2
CCNC(=S)N/N=C/c1cccc(OCc2c(F)cccc2Cl)c1	0%	-0.6%	-7%	-8%	8	5	0	-24	4
CCOc1cc(NC(=O)c2cnccn2)c(OCC)cc1NC(=O)c1cccc(F)c1	/	1.5%	/	/	/	1	9	5	-4
O=C(Nc1ccc2c(c1)OCO2)c1cc(Cl)ccn1	-4%	1.7%	1%	2%	-5	1	11	8	5
Cc1cccc(C(=O)N2CC3(C)CC2CC(C)(C)C3)c1 (stereo not drawn)	-6%	-0.6%	0%	-2%	/	6	10	11	0
COc1ccc(C(C)=O)cc1COc1cccc2c1OC(C)(C)C2	-3%	1.6%	0%	-10%	-13	1	4	-15	-5
Nc1sc2c(c1C(=O)c1ccccc1)CCCC2	-9%	-0.1%	0%	-10%	1	1	6	-66*	-1
Cc1cc(C)n(-c2nc(SCCN3CCOCC3)c3c4c(sc3n2)CCCC4)n1	-4%	/	-3%	?	3	/	/	/	/
CC(C)NCC(=O)NC12CC3CC(CC(C3)C1)C2	-5%	-0.1%	-1%	-10%	/	5	7	6	5
Cc1c(NN=C(C#N)C#N)c(=O)n(-c2ccccc2)n1C	-6%	1.3%	4%	?	-24	5	-6	-3	-3
CN(c1ccccc1)S(=O)(=O)c1cc(C(=O)Nc2ccccc2N2CCOCC2)ccc1Cl	-3%	/	11%	2%	3	/	/	/	/
COC(CNc1cc(=O)oc2ccccc12)OC	-5%	1.5%	-1%	-8%	1	1	4	1	-1
C#CCn1cc[n+](CC(=O)N(C)C)c1	-6%	-0.1%	0%	-18%	-2	1	18	3	5

High-throughput results (PubChem)
